Screening data: PubChem BioAssay, several laboratories
UHRF1 MBD2 ctr: blocks human UHRF1 binding to methylated DNA. inhibition, % at 4.4 µM. 0.75% of 370,000 active. UHRF1 binding to methylated oligo, TR-FRET. AID 687016; in the data active = inhibition above about 21%;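 note: UHRF1 SRA domain binding a hemimethylated CpG hairpin DNA probe; 0% = median of test compound wells and 100% = reference inhibitor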
rCAG binder: binds r(CAG) RNA repeats; r(CAG) RNA repeat, TO-PRO-1 dye displacement fluorescence; inhibition, % at 3 µM; 1.3% of 370,000 active;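 active = inhibition above the plate cutoff, the mean of all test compounds on that plate plus 3 SD, cut at about 35% in these data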;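 note: 0% = DMSO alone and 100% = 100 µM mitoxantrone as full dye displacement; higher means more dye released from RNA so lower well fluorescence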
NPR2 activator: GC-B (human) receptor activation; P20594; HEK293-GC-B cells, CNP EC30, cGMP TR-FRET; 0% at EC30 CNP, 100% saturating CNP; activation, % at 10 µM; 0.11% of 370,000 active; AID 1920062;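 active = activation at 10 µM reaching about 35% in either raw or pattern-adjusted values, limit read from the data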
Target sequence (P20594 whole entry, looked up): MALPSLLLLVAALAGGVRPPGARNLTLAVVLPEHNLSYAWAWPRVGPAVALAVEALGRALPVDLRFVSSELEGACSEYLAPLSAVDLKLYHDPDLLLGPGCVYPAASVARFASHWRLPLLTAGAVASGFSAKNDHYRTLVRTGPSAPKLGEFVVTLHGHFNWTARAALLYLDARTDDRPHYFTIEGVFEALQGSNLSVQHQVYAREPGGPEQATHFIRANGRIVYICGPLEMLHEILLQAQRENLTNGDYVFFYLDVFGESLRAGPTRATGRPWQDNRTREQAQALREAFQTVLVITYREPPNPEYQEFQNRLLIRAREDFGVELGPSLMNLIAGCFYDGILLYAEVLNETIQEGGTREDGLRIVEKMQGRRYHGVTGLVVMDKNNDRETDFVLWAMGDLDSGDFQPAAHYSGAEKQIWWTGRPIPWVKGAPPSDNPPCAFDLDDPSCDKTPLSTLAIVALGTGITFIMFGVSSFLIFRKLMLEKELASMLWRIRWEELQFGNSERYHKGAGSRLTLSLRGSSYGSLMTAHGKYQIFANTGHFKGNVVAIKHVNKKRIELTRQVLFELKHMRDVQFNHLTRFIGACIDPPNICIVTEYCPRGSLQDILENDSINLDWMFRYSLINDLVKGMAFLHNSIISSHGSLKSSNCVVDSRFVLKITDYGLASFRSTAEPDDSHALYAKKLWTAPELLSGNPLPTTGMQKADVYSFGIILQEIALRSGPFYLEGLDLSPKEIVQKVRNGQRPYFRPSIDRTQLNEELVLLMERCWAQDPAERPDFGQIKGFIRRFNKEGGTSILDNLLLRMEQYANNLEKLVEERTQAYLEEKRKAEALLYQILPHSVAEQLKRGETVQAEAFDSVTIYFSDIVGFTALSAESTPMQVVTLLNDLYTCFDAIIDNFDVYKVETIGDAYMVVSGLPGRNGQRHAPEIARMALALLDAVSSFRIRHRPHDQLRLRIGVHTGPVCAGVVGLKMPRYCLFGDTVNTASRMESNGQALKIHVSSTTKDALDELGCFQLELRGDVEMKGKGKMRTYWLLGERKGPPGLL
HTRA1 inhibitor: inhibitors of human serine peptidase HTRA1 | inhibition, % at 5.96 µM | recombinant HTRA1, FP-rhodamine activity-based probe, fluorescence polarization | 0.5% of 340,000 active | AID 504803; in the data active = inhibition above about 36%;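 note: 0% = enzyme with DMSO and 100% = wells lacking enzyme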
PRMT1 inh: inhibitors of human PRMT1. recombinant PRMT1, activity-based probe fluorescence polarization. inhibition, % at 2.79 µM. 1.3% of 370,000 active. AID 652257;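 active = inhibition above about 21% made by adding two undisclosed values, limit read from the data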
NPR1 activator: GC-A (human) enzyme activation | HEK293 GC-A cells, cGMP TR-FRET, EC30 ANP; 0% at EC30 ANP, 100% saturating ANP | P16066 | activation, % at 10 µM | 0.14% of 370,000 active; in the data active = activation above about 40%
SIAE primary: blocks human sialic acid acetylesterase; 0.69% of 370,000 active; SIAE FP-Rh probe binding, fluorescence polarization; inhibition, % at 9.66 µM; AID 1053197;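 active = inhibition above a cutoff: mean of compounds within the control limits plus 3 SD of those, cut at about 17% in these data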;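 note: 0% = plate median of compound wells and 100% = probe without SIAE protein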
MBD2 DNA inh: MBD2-methylated oligo binding inhibition | Q9UBB5 | 0.31% of 370,000 active | inhibition, % at 4.4 µM | TR-FRET, MBD2 binding to methylated oligonucleotide | AID 686964; in the data active = inhibition above about 13%
ABHD4 inh: ABHD4 (mouse) inhibition, primary FP screen; Q8VD66; purified mABHD4, FP-Rh probe fluorescence polarization; inhibition, % at 8.92 µM; 0.54% of 370,000 active; AID 720543;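 active = inhibition exceeding the mean over every tested compound plus 3 SD, cut at about 30% in these data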;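 note: 0% = plate median of compound wells and 100% = S159A mutant with DMSO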
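Assay system: mouse ABHD4 enzyme, wild type / Also added: fluorescent activity-based probe FP-Rh / Doses: single nominal dose of 8.92 µM, 0.89% DMSO final / Timing: 45 min compound pre-incubation plus 60 min probe step, 25 °C / Signal: FP readout, ex 525 nm / em 598 nm / Control set: S159A mutant/DMSO as 100%, compound-well median as 0%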
TCR CD3 inh: inhibitors of human TCR-CD3 interaction. inhibition, % at 9.4 µM. 0.37% of 360,000 active. TAMRA-labeled TCR probe fluorescence, biochemical; in the data active = inhibition above about 19%;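 note: recombinant mutant TCR 2C K166C tagged with TAMRA read by polarization; 0% = receptor in buffer alone and 100% = receptor with positive control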
The depositor's hits bear a star; · = not tested or not shown; & = joins results of further samples. An excerpt; rates above refer to the full screens.

SMILES,UHRF1 MBD2 ctr,rCAG binder,NPR2 activator,HTRA1 inhibitor,PRMT1 inh,NPR1 activator,SIAE primary,MBD2 DNA inh,ABHD4 inh,TCR CD3 inh
CCCn1c(=NC(=O)CS(=O)(=O)c2ccccc2)sc2cc(S(C)(=O)=O)ccc21,10.3,2.3,-0.3,-1.2,3.3,1.3,-1.1,4.5,4.4,-11.0
Cc1ccc(OCC(=O)c2cc(C)n(-c3ccccc3)c2C)c([N+](=O)[O-])n1,-1.7,-1.1,2.2,-2.3,2.1,-1.7,4.2,1.3,18.4,2.0
O=C(N/N=C/c1ccc([N+](=O)[O-])o1)c1ccccc1-n1cccc1,-4.8,3.4,1.1,-4.6,1.5,-2.1,0.6,-0.6,3.2,5.5
CC(=O)NC1(C(F)(F)F)N=C(c2ccccc2)NC1=O (stereo not given),22.6*,-1.5,-1.2,-3.1,2.7,3.0,1.5,3.4,3.7,2.0
CN1C[C@]2(C=C3CCCCC3n3c(=O)n(-c4ccccc4)c(=O)n32)N(C(=O)OCc2ccccc2)C1=NC(=O)c1ccccc1 (stereo not given in full),0.8,4.0,0.3,·,3.2,-5.5,2.4,-5.8,3.5,·
O=C(Nc1ccc([N+](=O)[O-])cc1)C1COc2ccccc2O1 (stereo not given),-0.7,1.4,0.6,-3.9,-5.3,-3.2,6.8,-2.3,-7.0,-3.8
CN(C)C(=O)N1CCC(C(=O)NCc2ccc(F)cc2Cl)CC1,-2.3,-4.0,15.6,-0.6,-1.2,2.5,-9.5,-0.7,-0.2,0.5
CN(Cc1ccon1)Cc1cn(C)nc1-c1ccc2c(c1)OCCO2,-0.3,-4.3,4.1,4.5,-2.9,-0.7,6.8,2.9,3.2,8.1
C[C@]12c3[nH]c4ccccc4c3CCN1C(=O)C(CC(=O)NCc1ccco1)C[C@@H]2C(=O)N1CCOCC1 (stereo not given in full),-2.2,1.6,-1.1,7.5,1.4,2.5,0.3,0.7,5.0,-0.8
N#CC(C(N)=O)=C1CCC2(CC1)OCCCCO2,4.6,1.9,-5.7,5.0,1.6,-1.4,-1.3,11.5,2.5,-3.8
Cc1ccc(CN[C@@H]2CC[C@@]34CCCN3C(=O)CCC[C@H]4C2)cc1,-1.8,·,1.9,·,-1.3,1.9,-1.4,-5.7,2.3,·
O=C(Nc1ccc2nc[nH]c2c1)c1ccco1,-3.8,0.6,6.6,1.7,-1.9,-1.4,-1.6,4.0,1.9,5.3
O=C(O)c1ccc(NC(=O)c2ccccc2NC(=O)c2cccc(F)c2)cc1,-1.5,7.5,-2.6,-3.2,5.0,3.0,4.0,-7.7,-10.7,2.1
CCCc1cc(=O)[nH]c(SCC(=O)N2CCc3ccccc3C2)n1,0.6,4.4,-2.9,6.0,6.8,0.1,10.3,-3.5,2.5,-3.3
Cc1ccc2c(c1)NC(=O)C(CC(=O)NCCN(C)C)O2 (stereo not given),0.3,3.5,-2.8,6.7,2.4,-0.6,-2.4,3.4,6.4,-9.8
Cc1cc(C)c(NC(=O)CCN2C(=O)c3ccccc3S2(=O)=O)c(C)c1,0.2,-3.2,5.0,2.7,-2.0,6.2,-4.9,-5.7,2.9,5.4
CC(=O)c1cccc(NC=C2C(=O)OC3(CCCCC3)OC2=O)c1,1.3,-0.4,-0.1,-0.1,0.5,3.3,-5.0,0.6,2.9,1.1
Cc1nnc(N/N=C\c2ccc(-c3cccc(C(=O)O)c3)o2)n1N,5.5,0.6,1.5,9.7,2.1,-4.0,0.2,-4.8,-0.8,4.2
COc1ccc([C@H]2/C=C\CN(S(=O)(=O)/C=C/c3ccccc3)[C@@H](C)C(=O)N2Cc2ccc(F)cc2)cc1,-1.3,6.8,0.3,-32.5,0.7,-1.0,-7.1,-1.2,-9.0,3.5
O=C1NC[C@H](CCCCN2C[C@H](Cc3ccc(O)cc3)N(CCc3ccc(O)cc3)C(=O)C2=O)N(CCc2ccccc2)C1=O,-2.1,1.1,5.1,·,0.8,3.5,13.2,-4.1,4.4,-1.6
O=C(NC1CC1)C1CCN(c2nc3ccccc3s2)CC1,-1.7,-3.9,-0.1,3.7,-10.6,1.6,-1.4,-0.5,7.1,0.2
CCOC(=O)/C(C#N)=C/c1c(Oc2cccc(C)c2)nc2c(C)cccn2c1=O,2.2,-0.6,-17.8,4.3,-3.2,-23.2,2.4,-4.1,3.4,9.4
CC(C)Oc1ccc(NC(=O)Oc2ccccc2)cc1,0.2,2.1,-0.8,0.6,-2.4,3.6,3.7,-2.2,-8.4,-3.9
COc1ccccc1NC(=O)NC1(C(=O)N2CCCCCC2)CCCCC1,3.1,-2.5,3.0,-0.4,-0.1,0.1,0.7,2.7,-0.8,7.0
CCOc1ccc(-c2nn[nH]n2)cc1,2.8,-1.9,-0.3,9.7,2.6,1.4,-1.7,2.5,-0.6,-7.7
CC(C)=C1C2CC2C2C(C(=O)O)C12 (stereo not given),-1.5,2.1,-3.0,-2.6,-1.8,-1.7,2.8,-5.4,4.6,8.0
O=C(NCCOC(=O)c1ccccc1)c1ccccc1,10.2,-1.3,-3.6,6.7,2.9,0.0,4.6,3.5,-0.9,-6.3
CCOC(=O)C1=C(C)NC(=O)NC1c1cc(C)sc1C (stereo not given),-0.1,-2.9,-13.4,-3.1,-1.4,-5.3,1.3,1.8,-0.8,-4.2
CC1CCN(c2ncnc3c2cnn3Cc2ccc(Cl)cc2)CC1,0.9,-0.1,8.1,-7.3,1.2,-1.0,-3.2,4.2,6.1,3.8
C=CCOc1c(Br)cc(CNc2ccc(NC(=O)C(C)C)c(OC)c2)cc1OC,14.2,-0.8,-3.4,8.0,2.4,-1.6,2.1,3.9,-14.6,6.2
Cn1c(=Nc2ccc(N3CCOCC3)cc2)ccc2ccccc21,2.9,1.4,2.4,6.8,-3.2,-11.2,-2.0,-5.5,-9.6,-1.0
CC(NC(=O)Cn1c(NCCO)nc2ccccc21)C1CC2CCC1C2 (stereo not given),-1.1,-4.1,1.6,-0.2,2.9,1.4,-1.4,-2.4,-1.3,-2.6
Cc1nc(C(=O)Nc2ccccc2)sc1C1(C)CC(c2cccnc2)=NO1 (stereo not given),-4.1,-5.8,-3.2,-13.9,-1.2,-1.0,4.1,-0.5,-4.5,3.2
CC1CCCC(NC(=O)C2N(CCCN3CCCC3)C(=O)C3C(C(=O)Nc4cccc(Cl)c4)C4C=CC32O4)C1C (stereo not given),1.3&2.2,-4.7&9.2,-1.3&-3.3,-5.7,0.6&-0.2,2.0&6.2,-1.8&-1.7,4.1&0.5,5.2&-1.4,1.3
Cc1nc2ccccc2c(=O)n1-c1ccc(F)c(NS(=O)(=O)c2ccccc2F)c1,0.1,10.9,-0.7,-1.0,-2.0,2.7,0.5,1.6,-2.2,4.3
CN(Cc1ccccc1)C(=O)c1ccco1,-1.8,-0.6,7.4,-0.8,-7.2,-2.7,3.4,-1.6,0.5,0.8

An excerpt from above in order of count of non-hydrogen atoms, lowest first.
SMILES,UHRF1 MBD2 ctr,rCAG binder,NPR2 activator,HTRA1 inhibitor,PRMT1 inh,NPR1 activator,SIAE primary,MBD2 DNA inh,ABHD4 inh,TCR CD3 inh
O=C(NCCOC(=O)c1ccccc1)c1ccccc1,10.2,-1.3,-3.6,6.7,2.9,0.0,4.6,3.5,-0.9,-6.3
COc1ccccc1NC(=O)NC1(C(=O)N2CCCCCC2)CCCCC1,3.1,-2.5,3.0,-0.4,-0.1,0.1,0.7,2.7,-0.8,7.0
O=C(O)c1ccc(NC(=O)c2ccccc2NC(=O)c2cccc(F)c2)cc1,-1.5,7.5,-2.6,-3.2,5.0,3.0,4.0,-7.7,-10.7,2.1

Next records
SMILES,UHRF1 MBD2 ctr,rCAG binder,NPR2 activator,HTRA1 inhibitor,PRMT1 inh,NPR1 activator,SIAE primary,MBD2 DNA inh,ABHD4 inh,TCR CD3 inh
CCc1nnc(NC(=O)CN2CCN(C3CCCCC3)CC2)s1,-1.4,-3.9,-1.3,-1.8,-0.5,2.9,0.0,-9.0,5.4,1.7
O=C1NC(=S)S/C1=C\c1cc(Cl)cc(Cl)c1O,-3.9,38.0*,-9.8,-51.2,32.4*,6.7,-70.7,-5.2,-167.2,-55.4
CCCc1cc(=O)oc2cc(C)cc(OCC(=O)NC(Cc3c[nH]c4ccc(O)cc34)C(=O)O)c12 (stereo not given),2.1,11.6,-4.5,8.0,4.5,2.1,2.2,-3.1,7.7,3.0
O=S(=O)(Nc1cccc(-n2cnnn2)c1)c1ccc(Cl)cc1,-0.1,9.5,3.6,5.3,-3.4,-1.0,4.4,1.7,6.2,2.8
O=C(Nc1cccc(F)c1)Nc1nnc([C@@H]2C[C@H](O)[C@@H](CO)O2)s1,1.1,6.9,-9.1,·,1.2,0.9,-0.7,-1.2,2.2,4.2
CN(C)C(CNC(=O)Cc1cccc(C(F)(F)F)c1)c1ccco1 (stereo not given),-0.9,-5.1,-3.3,-1.6,-1.6,2.0,3.2,2.4,0.9,2.8
N=C1/C(=C/c2cccs2)C(=O)N=C2SN=C(SCc3ccccc3)N12,-1.7,74.8*,5.6,-50.4,-1.0,-1.3,-35.1,-5.8,-52.4,5.7
COc1ccc(-c2cnc(C(O)c3ccc(CN4CCCCC4)cc3)[nH]2)cc1 (stereo not given),-1.4,1.7,2.6,·,-3.5,-0.9,3.0,-2.1,6.9,6.6
Cc1ccc(NC(=O)c2cc(-c3cccs3)nc3ccccc23)nc1,-0.5,1.6,4.2,-35.4,1.2,0.2,-15.9,3.8,-8.4,0.1
COc1cc2c(cc1OC)CN(C(=S)Nc1ccc(C)cc1C)CC2,2.1,-3.8,4.5,0.5,1.9,-1.7,-2.8,0.9,-1.7,-3.3
CN(C)CCNC(=O)c1ccc2c(=O)n(Cc3ccc(Cl)cc3)c(=S)[nH]c2c1,4.9,14.9,-1.9,-20.4,2.0,-2.1,-15.4,5.9,-23.4,-6.9
O=S(=O)(CC(CN1CCOCC1)N1CCOCC1)c1ccccc1 (stereo not given),-1.9,-0.5,7.4,4.6,-3.2,3.7,1.2,-4.1,-0.7,1.9
CC[n+]1c(/C=C/c2ccc(OC)c(OC)c2)ccc2ccccc21,-23.2,-18.0,-5.8,8.4,-6.8,-0.7,1.2,-20.1,-6.4,-2.5
Cc1ccsc1C(=O)OCC(=O)N1CCOCC1,0.9,0.8,6.7,2.1,-0.6,-0.3,8.6,-1.8,1.6,4.3
Oc1ccc(CNc2ccc(F)cc2)c2cccnc12,-5.4,7.3,0.5,19.6,6.2,5.2,11.3,-6.5,5.0,1.7
CCC(C)(C)n1nnnc1C(c1cc2cc(C)cc(C)c2[nH]c1=O)N1CCN(Cc2ccc3c(c2)OCO3)CC1 (stereo not given),4.5,10.5,-5.3,-4.8,4.9,-0.8,-3.2,2.9,-6.2,2.5
O=C(NCc1ccco1)C1CC(c2ccc(Cl)cc2)=NO1 (stereo not given),-1.4,-4.2,-3.3,3.0,-2.9,0.0,-2.2,-1.2,-3.4,8.2
Cc1noc(N)c1C(=O)Nc1ccc(F)c(Cl)c1,-0.5,0.5,-0.7,-4.2,-3.0,2.6,-0.5,3.8,-10.9,3.2
Cc1ccc2nc(S(=O)(=O)O)[nH]c2c1,5.6,1.1,-2.2,5.7,1.5,4.4,2.8,-2.4,-1.8,2.2
